LAP4-GFP MLPCN: modulators of TOR pathway LAP4-GFP in S. cerevisiae. S. cerevisiae LAP4-GFP multiplex, flow cytometry GFP, 3 h; median GFP as percent of DMSO wells. GFP response vs DMSO, % at 10 µM. 0.34% of 320,000 active;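 active = GFP response vs DMSO above a set limit, about the screen mean plus 3 SD, cut at about 150% in these data; inconclusive = under 70 cell events counted for the yeast strain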
VLA-4 inh: inhibition in a human VLA-4 binding assay. P13612. VLA-4 expressing cells, ligand binding flow cytometry. inhibition, % (about 7 µM as worked out from the volumes in the protocol). 0.2% of 330,000 active. AID 2557; in the data active = inhibition above about 50%
Target sequence (P13612 whole entry, looked up): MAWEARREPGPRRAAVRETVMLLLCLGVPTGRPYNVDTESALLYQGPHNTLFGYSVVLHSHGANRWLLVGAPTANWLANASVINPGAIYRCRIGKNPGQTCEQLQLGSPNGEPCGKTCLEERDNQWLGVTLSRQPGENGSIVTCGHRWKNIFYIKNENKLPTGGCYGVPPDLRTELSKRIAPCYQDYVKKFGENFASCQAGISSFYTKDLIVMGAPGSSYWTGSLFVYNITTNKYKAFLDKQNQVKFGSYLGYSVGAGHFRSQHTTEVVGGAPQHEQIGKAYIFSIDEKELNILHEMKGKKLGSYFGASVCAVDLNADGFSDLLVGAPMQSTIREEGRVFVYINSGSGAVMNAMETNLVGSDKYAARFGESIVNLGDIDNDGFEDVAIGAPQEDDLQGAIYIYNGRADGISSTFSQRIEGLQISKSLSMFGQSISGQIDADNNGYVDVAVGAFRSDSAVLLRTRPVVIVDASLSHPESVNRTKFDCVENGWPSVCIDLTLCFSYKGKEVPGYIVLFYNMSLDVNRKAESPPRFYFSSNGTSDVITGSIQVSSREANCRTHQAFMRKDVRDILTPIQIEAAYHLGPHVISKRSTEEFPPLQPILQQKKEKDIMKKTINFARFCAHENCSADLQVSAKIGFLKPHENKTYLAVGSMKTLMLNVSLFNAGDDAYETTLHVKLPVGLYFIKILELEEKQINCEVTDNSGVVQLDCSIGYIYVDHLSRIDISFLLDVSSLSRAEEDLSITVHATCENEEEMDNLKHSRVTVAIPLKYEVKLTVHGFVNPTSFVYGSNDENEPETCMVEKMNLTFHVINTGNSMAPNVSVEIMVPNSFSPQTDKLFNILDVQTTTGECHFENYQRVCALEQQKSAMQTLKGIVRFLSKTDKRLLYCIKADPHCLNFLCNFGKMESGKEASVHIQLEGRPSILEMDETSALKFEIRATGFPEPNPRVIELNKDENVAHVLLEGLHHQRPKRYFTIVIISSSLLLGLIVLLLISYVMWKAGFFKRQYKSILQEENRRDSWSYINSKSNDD
CR mimetic SO: caloric restriction mimetics inhibiting age-related superoxide in yeast; S. cerevisiae aged cells, superoxide DHE fluorescence; active compounds read low; superoxide response (% of plate mean), % at 10 µM; 0.18% of 330,000 active; AID 2690;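 active = superoxide response under a set limit, about three screen SD below normal, cut at about 65% in these data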;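 note: yeast aged for seven days with compound at 30 °C before DHE staining; 100% = average MFI of all compound-treated wells on the plate with controls excluded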
GRK2 inh: blocks RNA aptamer binding to human GRK2. bead flow cytometry, FAM-aptamer displacement from GRK2. inhibition of aptamer binding, % at 10 µM. 0.59% of 330,000 active. AID 488847;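 active = inhibition of aptamer binding above 40%, roughly 3 SD of noise, on plates passing a quality check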;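 note: median bead fluorescence of bound FAM aptamer so fluorescent compounds give negative values; no value below 0 was filed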
RPL19A TOR yeast: alters RPL19A-GFP fluorescence in TOR pathway yeast screen; 0.3% of 330,000 active; percent response vs DMSO, % at 10 µM; S. cerevisiae RPL19A-GFP strain, flow cytometry, 3 h; active compounds read low;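 active = percent response vs DMSO below 50%; inconclusive = fewer than 70 events counted for the yeast strain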;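 note: median channel GFP fluorescence of the barcoded RPL19A-GFP strain; ratio of sample median GFP to plate DMSO average so 100% = DMSO; lower means less RPL19A-GFP as with rapamycin TOR inhibition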
MEP2-GFP yeast: alters MEP2-GFP fluorescence in TOR pathway yeast screen | 0.51% of 330,000 active | S. cerevisiae MEP2-GFP strain, flow cytometry GFP, 3 h; 100% = DMSO control level | GFP response vs DMSO, % at 10 µM;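 active = GFP response versus DMSO above a set limit, roughly screen mean plus 3 SD, cut at about 180% in these data; inconclusive = fewer than 70 cells counted for a yeast strain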;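 note: median GFP fluorescence of the barcode-gated MEP2-GFP cells per well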
AGP1 TOR yeast: modulators of TOR pathway AGP1-GFP in S. cerevisiae | S. cerevisiae AGP1-GFP multiplex flow cytometry, 3 h; GFP as percent of DMSO wells | GFP response vs DMSO, % at 10 µM | 0.02% of 320,000 active | AID 2066;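 active = GFP response relative to DMSO above a set limit, near screen average plus 3 SD, cut at about 150% in these data; inconclusive = fewer than 70 cells counted for the yeast strain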;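 note: median GFP channel fluorescence of the gated AGP1 strain per well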
CIT2 TOR yeast: yeast TOR pathway CIT2-GFP modulation | S. cerevisiae CIT2-GFP strain, flow cytometry, 3 h; 100 means same as DMSO wells | GFP response vs DMSO, % at 10 µM | 0.065% of 320,000 active | AID 2029;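 active = GFP response relative to DMSO above a set limit, near the screen mean plus 3 SD, cut at about 150% in these data; inconclusive = Fewer than 70 cells measured for a yeast strain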;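 note: ratio of well median GFP fluorescence to mean of DMSO wells on the plate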
* = called active by the depositor; u = inconclusive; x = not tested or not shown; [ ] = remark or other dose. Rows were taken by chance; any-hit rate near 1.7%.

Compound,LAP4-GFP MLPCN,VLA-4 inh,CR mimetic SO,GRK2 inh,RPL19A TOR yeast,MEP2-GFP yeast,AGP1 TOR yeast,CIT2 TOR yeast
COc1cc(C(=S)N2CCCC2)ccc1OCc1ccc(C)cc1,98.7,4.6,102.4,0.0,99.7,101.2,99.3,96.3
CC(=O)N1N=C(c2cccc([N+](=O)[O-])c2)OC1c1ccccc1Cl (stereo unspecified),100.1,11.5,79.0,0.0,95.4,104.2,104.8,94.1
O=C(O)CC(NC(=S)NCc1ccccc1)C(=O)O (stereo unspecified),105.1,x,100.3,1.0,103.5,102.7,104.2,103.2
COC(C(=O)N1CCC(CCC(=O)Nc2ccccc2)CC1)c1ccccc1 (stereo unspecified),109.8,11.1,98.8,2.0,115.9,106.4,115.7,106.0
Cc1ccc(N(CC(=O)NCc2ccccc2)C(=O)CCC(=O)Nc2ccccn2)c(C)c1,88.3,-8.5,106.8,0.0,100.0,101.4,84.1,94.4
O=C(CSc1nc2ccc([N+](=O)[O-])cc2[nH]1)NC1CCCCC1,104.2,-3.5,98.6,0.0,99.4,105.1,103.3,101.8
c1ccc(Nc2nc(-c3ccncc3)cs2)nc1,108.7,-0.4,97.0,0.0,99.5,103.7,97.6,101.6
COc1cc(Cl)ccc1OCc1cc(C(=O)N(C)Cc2nnc(C)o2)no1,104.1,2.6,96.5,2.0,99.5,101.4,96.5,99.2
O=C(NNC(=O)C1CCCC1)c1ccccc1F,97.6,0.1,116.7,0.0,96.3,92.1,95.8,96.4
O=C(NCCCCNC(=O)c1c(Cl)cccc1Cl)c1c(Cl)cccc1Cl,116.8,-1.9,94.1,0.0,101.3,105.2,113.0,106.7
Nn1c(C2CCC2)nc2ccccc2c1=O,94.8,36.9,98.1,0.0,96.3,97.4,97.5,95.7
Cc1cc(C)c(S(=O)(=O)N2CCN(S(=O)(=O)N3CCCCCC3)CC2)c(C)c1,94.1,1.8,99.2,0.0,102.5,104.2,101.0,105.4
COc1ccccc1Nc1ccc(N)cc1,100.9,-2.5,89.9,0.0,97.0,99.6,100.0,95.7
CCN(CC)S(=O)(=O)c1ccc2oc(Nc3ccccc3)nc2c1,89.8,7.0,118.5,2.0,104.1,103.0,104.0,113.9
CC(=O)c1cccc(NC(=O)c2cc(-c3cccs3)on2)c1,83.7,9.1,94.2,3.0,93.2,102.9,86.8,89.1
COc1cc(SC)ccc1C(=O)OCC(=O)N1CCN(C(C)=O)CC1,103.8,6.5,106.5,0.0,97.3,97.8,108.4,90.0

A section from the list above, for reference:
Compound,LAP4-GFP MLPCN,VLA-4 inh,CR mimetic SO,GRK2 inh,RPL19A TOR yeast,MEP2-GFP yeast,AGP1 TOR yeast,CIT2 TOR yeast
O=C(NNC(=O)C1CCCC1)c1ccccc1F,97.6,0.1,116.7,0.0,96.3,92.1,95.8,96.4
O=C(NCCCCNC(=O)c1c(Cl)cccc1Cl)c1c(Cl)cccc1Cl,116.8,-1.9,94.1,0.0,101.3,105.2,113.0,106.7
Nn1c(C2CCC2)nc2ccccc2c1=O,94.8,36.9,98.1,0.0,96.3,97.4,97.5,95.7
Cc1cc(C)c(S(=O)(=O)N2CCN(S(=O)(=O)N3CCCCCC3)CC2)c(C)c1,94.1,1.8,99.2,0.0,102.5,104.2,101.0,105.4

Further compounds follow.
Compound,LAP4-GFP MLPCN,VLA-4 inh,CR mimetic SO,GRK2 inh,RPL19A TOR yeast,MEP2-GFP yeast,AGP1 TOR yeast,CIT2 TOR yeast
CC(=O)N[C@@H](C)c1nc2ccccc2n1CCNC(=O)[C@H]1CCCN1c1nc(CN2CCCCC2)cs1,130.3,-12.8,98.0,0.0,96.0,93.0,89.0,88.5
CCCCOc1ccc(CSC(=N)N)cc1Cl,104.0,15.4,109.2,0.0,103.3,101.0,103.3,104.6
CC1(C)CC(=O)N(Cc2ccccc2)C(=O)C1,92.1,9.6,106.9,3.0,94.9,102.8,92.1,91.7
CC(C)C(=O)Nc1cccc(C(=O)OCC(=O)c2ccc(Cl)cc2Cl)c1,99.0,11.7,96.9,0.0,99.7,99.3,102.3,104.1
O=[N+]([O-])c1ccccc1S(=O)(=O)N1CCN(C2CCCC2)CC1,68.9,2.7,107.9,0.0,106.5,94.7,92.7,99.1
O=C(O)CSc1ccc2nnc(-c3cccnc3)n2n1,90.1,6.3,77.5,0.0,114.6,102.5,107.0,104.2
Cc1ccc(-n2c(C)nnc2SC(C)C(=O)N2CCCC2)cc1 (stereo unspecified),126.8,-1.9,103.1,2.0,89.5,145.5,118.6,105.3
CCOC(=O)c1c(NC(=O)Cn2c(=O)oc3ccccc32)oc(C)c1C(C)=O,99.1,2.2,91.8,0.0,99.4,105.7,98.0,97.4
CCOC(=O)c1c(C)[nH]c(C(=O)C(C)Cl)c1C (stereo unspecified),101.3,14.0,106.2,1.0,97.5,93.8,100.3,97.1
CC(C)CN(C(=O)CCNC(=O)c1ccc([N+](=O)[O-])cc1)C1CCS(=O)(=O)C1 (stereo unspecified),99.1,18.2,89.7,0.0,99.3,97.2,102.7,100.1
CC(=O)Oc1cccc(N2C(=O)c3ccc(C(=O)Nc4c[nH]c(=O)[nH]c4=O)cc3C2=O)c1,91.7,6.9,102.0,5.0,102.5,102.2,95.9,102.2
O=C(NCC1CCCO1)c1cc(S(=O)(=O)N2CCCCC2)ccc1Cl (stereo unspecified),100.7,-0.3,106.2,0.0,96.8,95.0,94.7,99.5
CCOc1ccc(NC(=O)CN(C)C(=O)CN2C(=O)C3CCCCC3C2=O)cc1OCC (stereo unspecified),95.2,-8.3,110.9,0.0,90.5,93.4,95.8,93.0
Cc1cccc(OCC(=O)Nc2ccc(CN3CCOCC3)cc2)c1C,103.8,-2.4,113.5,8.0,98.4,141.0,98.9,89.1
CCCCN(C(=O)c1ccc2c(c1)OCO2)c1c(N)n(CCCC)c(=O)[nH]c1=O,116.6,-2.5,98.2,2.0,91.2,103.0,104.4,94.7
COc1ccc(-c2nc[nH]c2[N+](=O)[O-])cc1,118.5,5.0,97.0,0.0,96.0,102.1,104.8,107.1
CN(C)S(=O)(=O)c1cccc(C(=O)OCC(=O)N2CCCC2=O)c1,94.4[may fluoresce green],-7.5,101.5,0.0,100.9[may fluoresce green],96.4[may fluoresce green],98.6[may fluoresce green],95.2[may fluoresce green]
c1ccc2c(c1)ncn2Cc1nnc2sc(-c3ccncc3)nn12,92.6,9.3,97.8,0.0,99.6,101.3,102.9,101.9
Cc1cccc(S(=O)(=O)NCCC(=O)OCC(=O)Nc2ccc(C#N)cc2)c1,90.2,-16.9,97.0,2.0,99.4,94.5,95.0,99.1
COc1ccc(C(C)NC(=O)CCc2ccccc2)cc1 (stereo unspecified),88.3,17.1,91.1,0.0,104.7,108.0,103.7,107.7
CC(C)COP(=O)(c1ccc(N(C)C)cc1)C(O)c1ccccc1F (stereo unspecified),99.5,11.7,113.4,0.0,100.0,100.1,108.4,99.5
COc1ccc(CC(=O)N2N=C(C)CC2(O)c2cccnc2)cc1OC (stereo unspecified),108.8,8.7,110.9,0.0,100.8,97.6,100.3,94.5
Cn1c(=O)c2c(ncn2CC(=O)N2CCN(C(=O)c3ccco3)CC2)n(C)c1=O,100.0,-4.9,79.1,17.0,101.5,98.9,105.7,110.5
CCOc1ccc(NS(=O)(=O)c2ccc(C(=O)N3CCCC(C)C3)cc2)cc1 (stereo unspecified),100.9,-34.3,87.8,1.0,101.5,114.7,105.1,114.4
O=C(Cn1nnc(-c2ccccc2NC(=O)c2ccco2)n1)NC1CCCCC1,102.6,7.0,87.8,0.0,102.4,106.0,108.5,102.5
O=C(O)CCC(=O)NNc1nc2ccccc2nc1-c1ccccc1,96.5,-6.9,100.3,0.0,93.1,91.5,97.4,95.6
CCCCNC(=O)N1CCN(C(c2ccccc2)c2ccccc2)CC1,90.5,-4.4,86.2,1.0,100.7,103.0,95.2,96.8
Cc1ccc(S(=O)(=O)NC(=O)NCCc2ccccc2)cc1,104.5,-3.6,99.0,2.0,100.6,105.7,108.0,105.6
Cc1ccccc1C1=N/C(=C/c2cccs2)C(=O)O1,101.5,4.1,98.5,3.0,98.5,104.8,91.9,90.7
COc1ccccc1NC(=O)C(=N\O)/C(C)=N/O,101.7,9.0,97.4,0.0,108.1,101.4,102.7,101.0
O=C(c1ccccc1)C1CCN(c2ncccc2[N+](=O)[O-])CC1,122.1,-0.6,104.7,0.0,88.2,91.3,97.6,73.5
Cc1cc(O)ccc1-c1cnc2ccccc2n1,112.8,4.0,100.0,0.0,98.4,101.1,93.1,97.1
COc1cc(CC(=O)OCC(=O)Nc2cc([N+](=O)[O-])ccc2Cl)cc(OC)c1OC,113.5,3.8,97.0,5.0,109.9,126.4,117.7,105.1
N#CC1=C2C=Cc3ccccc3N2CCCC1=O,94.0,0.5,86.5,0.0,95.8,99.2,98.0,91.5
O=C(COC(=O)c1ccccc1Br)NCC1CCCCC1,102.6,1.1,95.0,3.0,100.7,104.9,95.8,98.5
Cc1ccc(NC(=O)c2ccc3c(c2)C(=O)N(Cc2cccnc2)C3=O)c(C)c1,78.2,1.2,93.1,0.0,91.5,u,76.4,83.9
O=C(NC1CCCC1)C1CCN(C(=O)c2ccc(-c3ccccc3)cc2)CC1,109.3,-2.0,109.5,1.0,111.2,110.2,103.6,92.1
COc1ccccc1CCN=C(N)NS(=O)(=O)c1ccc(C)cc1,89.7,5.7,94.2,0.0,101.6,108.5,100.7,104.0
COc1ccc(-n2c3c(cc(C(=O)NCC(=O)c4ccccc4)c2=O)C(=O)CC(C)(C)C3)cc1,93.9,12.2,109.5,1.0,107.2,104.0,102.0,102.2
Cc1ccc2c(c1)c1c3n2CCN(C(=O)Cn2c(-c4ccccc4)noc2=O)C3CCC1 (stereo unspecified),107.1,9.0,106.3,0.0,97.3,102.9,101.4,95.0
COc1ccccc1OCC(=O)NN1Cc2ccccc2C1=N,98.5,-2.8,103.4,2.0,99.5,96.6,102.1,104.0
O=S(=O)(Nc1ccc(O)c2ccccc12)c1ccc(Br)cc1,117.4,-5.5,120.0,1.0,104.8,114.9,98.5,104.6
Cc1ccc(SCC(=O)Nc2ccc(S(=O)(=O)Nc3ncccn3)cc2)cc1,98.9,9.4,77.8,0.0,97.3,96.0,96.1,98.5
Cc1ccc(Cn2cnc3ccccc32)cc1,98.3,4.1,104.5,2.0,90.8,98.4,85.4,81.4
COc1cc(C#Cc2c(-c3cncn3C)n(C)c3ccc(-c4ccc5[nH]ccc5c4)cc23)cc(OC)c1,111.1,22.6,119.6,0.0,96.8,100.6,89.1,97.3
Cc1ccc(C(=O)N/C(=C/C=C/c2ccccc2)C(=O)NCc2ccco2)cc1,98.1,-7.1,113.8,4.0,93.7,95.7,94.3,87.0
O=C(Nc1ccc2c(c1)OCCO2)c1cnn(-c2ccccc2)n1,116.3,4.3,74.8,1.0,106.3,105.3,91.0,100.7
CCOC(=O)c1sc(NC(=O)c2ccc(C)o2)nc1C,108.0,-6.3,98.4,0.0,104.9,88.0,63.7,68.4
CC(C)Oc1cccc(C(=O)NC(=S)Nc2ccccc2)c1,88.3,9.3,97.2,0.0,101.7,92.8,95.2,100.1
CCN(C(=O)CSc1nnc(C2CC2)n1-c1ccccc1)C1CCS(=O)(=O)C1 (stereo unspecified),88.0,-7.3,92.4,0.0,90.8,95.8,94.7,86.8
